# Compound activity deposited in PubChem BioAssay by National Center for Advancing Translational Sciences (NCATS).
# Tau fluor counter: counter-screen for tau fibril formation inhibitors; 0.93% of 280,000 active; tau K18 P301L Alexa594 fluorescence, heparin fibrillization; Potency, µM (highest dose often 57.7 µM), inactives show at the top dose activity change, negative = decrease; also: % is scaled to controls: 0 for no effect and ±100 for the full control effect; nearly all actives have a fitted effect of over 55% in size
#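 Human tau K18 P301L (15 uM unlabeled, 0.24 uM Alexa 594-labeled) in 100 mM sodium acetate pH 7 with 20 uM heparin, 6 hr at 37 C. ThT 30 uM added, 1 hr ambient; Alexa 594 FP and total fluorescence read at 555/632 nm.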
# JMJD2E inh: inhibitors of human JMJD2E histone demethylase; JMJD2E catalytic domain, FDH-coupled NADH fluorescence (FDH is formaldehyde dehydrogenase); B2RXH2; Potency, µM (highest dose often 57.1 µM), for the others: at the highest dose activity change, negative = inhibition, actives largely listed as inhibitors; 1.6% of 230,000 active; AID 2147; active = well fitted inhibition curve with a large enough effect, not every such curve was filed as active; inconclusive = small, poorly fitted or top-dose-only effect, or another doubt; inactive = no such curve, though single readings can be large or run the other way;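 also: 0% = wells with enzyme and -100% = buffer wells without enzyme; nearly all actives have a fitted effect of over 50% in size; many of its hits are not listed in these tables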
# Target sequence (B2RXH2 1-337 limits assumed): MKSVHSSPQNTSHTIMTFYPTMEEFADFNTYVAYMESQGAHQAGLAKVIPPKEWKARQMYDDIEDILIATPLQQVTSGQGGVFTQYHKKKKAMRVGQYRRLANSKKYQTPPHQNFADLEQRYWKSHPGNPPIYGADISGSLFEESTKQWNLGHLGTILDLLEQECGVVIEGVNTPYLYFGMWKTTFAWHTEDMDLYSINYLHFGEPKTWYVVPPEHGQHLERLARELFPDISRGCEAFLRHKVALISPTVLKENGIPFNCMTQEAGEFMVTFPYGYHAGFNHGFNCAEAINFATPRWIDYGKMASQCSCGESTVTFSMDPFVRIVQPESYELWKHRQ
# SMN2 splice enh: enhancers of SMN2 splice variant expression; Potency, µM (highest dose often 46.1 µM), for inactives: at the top dose activity change, positive = activation, usual class: activators; HEK293 SMN2-luciferase splicing reporter, luminescence, 30-36 h; 2.8% of 210,000 active; also: % of control where 0% means no effect; nearly all actives have a fitted effect of over 55% in size
#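 qHTS luciferase splicing reporter: luminescence rises when SMN2 exon 7 is included in transfected HEK293 cells. Compound exposure lasted 30-36 h at 37C, with 4.5 mM final sodium butyrate as control, followed by a ONE-Glo read.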
# Tau fibril ThT: inhibitors of human tau fibril formation, thioflavin T binding; recombinant tau K18 P301L, heparin-induced fibrillization, ThT fluorescence; 2.1% of 270,000 active; Potency, µM (highest dose often 57.4 µM), for inactives: top-dose activity, negative = inhibition, hits mostly inhibitors; AID 1460; P10636; also: % is scaled to controls: 0 for no effect and ±100 for the full control effect; nearly all actives have a fitted effect of over 55% in size
# Target sequence (P10636 561-689 P618L limits assumed): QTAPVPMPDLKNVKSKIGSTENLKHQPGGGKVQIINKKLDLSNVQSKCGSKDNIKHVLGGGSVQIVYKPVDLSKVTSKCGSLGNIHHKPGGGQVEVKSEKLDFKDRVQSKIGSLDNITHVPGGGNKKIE
#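 ThT emission at 510 nm, taken 1 hr after adding 30 uM dye, quantifies aggregates formed when 20 uM heparin acts on human tau K18 P301L for 6 hr at 37 C.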
# ALDH1A1 block: inhibitors of human aldehyde dehydrogenase 1A1; AID 1030; P00352; 7.3% of 220,000 active; Purified ALDH1A1, NADH fluorescence, propionaldehyde substrate; Potency, µM (titrated, usually from 75.3 µM), without a hit: at the top dose activity, negative = inhibition, most hits filed as inhibitors; active = well fitted inhibition curve with a large enough effect, not every such curve was filed as active; inconclusive = small, poorly fitted or top-dose-only effect, or another doubt; inactive = no such curve, though single readings can be large or run the other way;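 also: plate controls were no enzyme wells and a reference inhibitor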
# Target sequence (P00352 whole entry, looked up): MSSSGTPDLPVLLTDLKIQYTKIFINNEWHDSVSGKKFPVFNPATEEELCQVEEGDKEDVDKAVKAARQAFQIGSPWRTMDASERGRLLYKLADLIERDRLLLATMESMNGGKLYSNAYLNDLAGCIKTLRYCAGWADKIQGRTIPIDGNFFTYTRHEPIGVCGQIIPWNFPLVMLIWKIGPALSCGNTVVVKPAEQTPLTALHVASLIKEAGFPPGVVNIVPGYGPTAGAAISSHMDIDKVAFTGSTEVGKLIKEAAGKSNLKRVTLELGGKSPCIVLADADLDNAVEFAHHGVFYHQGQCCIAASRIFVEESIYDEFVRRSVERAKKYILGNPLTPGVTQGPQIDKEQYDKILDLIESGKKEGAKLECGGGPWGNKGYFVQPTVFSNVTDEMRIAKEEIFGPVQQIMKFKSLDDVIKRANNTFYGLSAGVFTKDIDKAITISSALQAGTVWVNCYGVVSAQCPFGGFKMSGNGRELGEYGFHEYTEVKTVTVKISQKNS
# HTT ATP protect: cytoprotection in Huntington HTT-Q103 PC12 cell model. PC12 HTT-Q103 induced, cytoprotection, ATP luminescence, 40 h. Potency, µM (top dose mostly 56.4 µM), without a hit: cytoprotection (ATP increase), most hits filed as activators. 0.14% of 230,000 active. AID 1471;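 also: % of control where 0% means no effect; nearly all actives have a fitted effect of over 45% in size; toxic huntingtin expression switched on by the ecdysone agonist tebufenozide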
#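 Cells were plated at 1500 per well in phenol red-free DMEM with 5% equine and 5% calf serum. Tebufenozide (100 nM final) and compounds were added, then ATPlite reagent, and luminescence was read.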
# HttQ103 aggreg: reduces HttQ103-GFP aggregates in PC12 cells; Potency, µM (top dose mostly 46.1 µM), for the others: at the highest dose activity change, negative = inhibition, usual class: inhibitors; AID 1688; PC12 HttQ103-GFP aggregates, Acumen cytometry, 40 h; 1.1% of 220,000 active; also: % is scaled to controls: 0 for no effect and ±100 for the full control effect; nearly all actives have a fitted effect of over 60% in size
#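 Aggregate formation scored by laser-scanning cytometer (488 excitation, 500–530 emission) in lysed PC12 cells expressing Q103-GFP after 100 nM tebufenozide induction; library tested in dose series, with ATPLite reagent added in the multiplex.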
# Tau fibril FP: tau fibrillization inhibition (FP); P10636; K18 P301L tau heparin fibrillization, Alexa594 FP, 6 h; Potency, µM (titrated, usually from 57.7 µM), for inactives: at the top dose activity, negative = inhibition, usual class: inhibitors; 0.39% of 280,000 active; also: % is scaled to controls: 0 for no effect and ±100 for the full control effect; nearly all actives have a fitted effect of over 55% in size
#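 FP of Alexa 594-tau after heparin (20 uM) induction. Substrate: human K18 P301L, 15 uM unlabeled, 0.24 uM labeled. Buffer 100 mM sodium acetate pH 7. 6 hr, 37 C.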
# Active calls of the source: *; ? = inconclusive; / = not tested or not shown; [ ] = another dose, or the depositor's remark. Unless noted, calls follow the shape of the dose curve; as a rule, active = well fitted curve in the direction sought with a large enough effect; inconclusive = small, poorly fitted or top-dose-only effect, or another doubt; inactive = no such curve, though single readings can be large; an effect the other way counts as inactive or inconclusive. Potency is read from the fitted curve at half-maximal effect. Only part of the results is shown; rates above refer to the full screens.
# Values run as follows: Tau fluor counter | JMJD2E inh | SMN2 splice enh | Tau fibril ThT | ALDH1A1 block | HTT ATP protect | HttQ103 aggreg | Tau fibril FP
O=C(O)c1cc(S(=O)(=O)N2CCOCC2)ccc1N1CCOCC1
  -3.2% | 3.7% | ? | -8.8% | -1.5% | -3.4% | 7.6% | 3.7%
O=C(O/N=C(\c1ccccc1)c1ccncc1)c1ccccc1F
  -7.6% | -2.2% | 3.4% | -9.0% | 8.3% | 10.9%[10 µM] | 1.4%[9.22 µM] | 3.2%
CSc1nc(-c2ccccc2)nn1C(=O)c1ccc(C)cc1
  -8.5% | -0.9% | 7.5% | ? | ? | -12.0% | -5.8% | 4.1%
CCCCSCCCNC(=O)c1cn(CC)c2ccc(S(=O)(=O)N(C)C3CCCCC3)cc2c1=O
  -19.7% | / | -4.0% | -7.6% | / | / | / | -8.4%
Cc1cc(Cl)ccc1Oc1ccccc1C(=O)CC#N
  ? | -7.4% | 2.5% | ? | 9.6% | -6.0% | -0.6% | -13.0%
Cc1cccc2cc(C#N)c(NCCNC(=S)NCCCN3CCOCC3)nc12
  -10.9% | ? | 6.6% | -7.4% | ? | -20.7%[10 µM] | ? | -10.8%
O=c1c(-c2ccco2)[n+]([O-])c2ccccc2n1OCc1ccccc1F
  -12.3% | -11.5% | -6.5% | -13.5% | ? | -1.0% | -15.1% | -9.8%
Cc1ccccc1C(=O)NNC(=O)/C=C\C(=O)O
  -10.4% | -1.8% | / | -15.4% | / | 6.8%[10 µM] | -6.0%[9.22 µM] | -4.4%
CCN(CC)CC#CCC(O)(c1ccccc1)C1CCCC1 (stereo not given)
  -7.5% | 3.3% | -3.9% | -3.8% | 8.0% | 9.8%[10 µM] | -11.0% | -10.9%
C/C(NCC(C)(C)CN(C)C)=C(/C#N)C(=O)NCc1ccccc1
  -10.3% | 11.6% | / | -11.9% | 8.6% | 17.4% | -18.6% | -0.7%
O=C(COc1ccccc1)Nc1cccc(-c2nc3ccccc3[nH]2)c1
  ? | ? | ? | ? | ? | -2.7%[10 µM] | 3.1% | ?
COc1ccc2c(CC(=O)OCC(=O)c3ccccc3OC)coc2c1
  ? | 0.2% | 15.8% | ? | -4.7% | -4.1% | 8.6% | -3.4%
CN(C)/C=C/C(=O)c1ccc(N2CCN(c3ncc(C(F)(F)F)cc3Cl)CC2)cc1
  -22.6% | ? | / | ? | ? | -1.2% | 15.2%[9.22 µM] | -10.0%
COc1ccccc1N1CCN(C(c2cc3cc(C)ccc3[nH]c2=O)c2nnnn2C2CCCC2)CC1 (stereo not given)
  -0.7% | -11.2% | 39.1% | -5.8% | 14.1µM* | -28.8%[10 µM] | -5.5% | -4.5%
Cc1nnc(SCC(=O)n2c3c(c4ccccc42)CCCC3)s1
  -9.6% | -0.9% | -13.8% | -12.6% | -3.7% | 1.4% | 8.0% | -5.3%
C=CCNC(=O)CCCOc1ccc(C)cc1
  -6.4% | -2.1% | -5.5% | -15.1% | 5.8% | 4.5%[10 µM] | ? | 1.5%
N#Cc1nc(-c2ccco2)oc1NCc1cccnc1
  -1.1% | ? | -7.2% | -3.6% | ? | 8.5% | -11.1% | 0.3%
CCC(=O)Nc1cccc(-n2nnnc2SCC(=O)c2ccc(C)c(C)c2)c1
  ? | 4.8% | -9.9% | -4.2% | ? | 21.9%[10 µM] | 10.8% | -14.1%
Cc1cccc(CCNC(=O)COc2cc(=O)n(C)c3ccccc23)c1
  -5.3% | -1.6% | ? | -2.3% | -3.2% | -48.2%[inhibitor] | -17.0% | -6.9%
CCn1c(COc2ccc(=O)n(-c3ccccc3)n2)nnc1SCc1ccccc1
  -8.1% | 8.6% | -8.3% | -10.1% | 9.0% | 12.5%[10 µM] | 5.0% | 1.1%
N#CC1=C(S)N(c2ccc(F)cc2)C2(CCCCC2)NC1=O
  -17.7% | -5.2% | 11.4% | 31.6µM* | -2.3% | -42.4%[inhibitor] | 10.7% | 28.2µM*
Cc1nc(N2CCOCC2)nc(OCCN2CCOCC2)c1[N+](=O)[O-]
  8.6% | -2.9% | ? | 1.7% | -1.8% | 16.1%[10 µM] | -0.5% | -8.0%
CC(C)=NOC[C@@H](O)[C@@H]1O[C@@H]2OC(C)(C)O[C@@H]2[C@H]1O
  1.6%[11.6 µM] | / | / | 0.0%[11.5 µM] | 9.0%[13.5 µM] | 23.4%[10 µM] | / | 0.4%[11.6 µM]
COC(=O)[C@H](C)NC(=O)Nc1cccc(Br)c1
  -5.7% | -0.7% | / | -1.2% | 3.8% | 4.1%[10 µM] | -3.1%[9.22 µM] | -14.7%
COc1ccc(-n2nc(C(=O)N3CCN(Cc4ccc5c(c4)OCO5)CC3)c3ccccc3c2=O)cc1
  0.3% | 0.3% | / | 1.8% | -1.5% | -7.8% | 10.7% | 9.0%
CCOc1cccc(/C(O)=C2/C(=O)C(=O)N(Cc3cccnc3)C2c2ccco2)c1 (stereo not given)
  2.0% | -1.7% | 1.3% | -7.5% | -7.8% | 10.3% | -11.7% | -4.8%
COc1ccc(/C=N/Nc2cc(C)nc(NS(=O)(=O)c3ccc(C)cc3)n2)cc1
  -17.4% | ? | 1.0% | -8.4% | -5.5% | -10.2%[10 µM] | -11.3% | -0.1%
CC1Cc2ccccc2N1C1=CC(=O)CCC1 (stereo not given)
  -3.9% | -29.6% | 27.1% | -10.8% | -8.9% | -3.0%[10 µM] | -31.9% | -1.8%
COc1cccc(-n2nnnc2S(C)(=O)=O)c1
  -18.0% | 3.2% | -90.7%[inhibitor] | ? | 1.26µM* | -120.2%[inhibitor] | 2.51µM* | ?
O=C(c1ccccc1)c1cnc(Nc2ccc(Cl)c(Cl)c2)s1
  -24.7% | -15.7% | -24.2% | -2.5% | -8.2% | 5.3% | -5.5% | -7.6%
COCCCNS(=O)(=O)c1ccccc1
  -1.5% | 5.7% | -12.2% | -1.2% | -5.0% | 3.4% | -4.5% | 8.1%
COc1ccc(Cc2nc(N)nc(N)n2)cc1
  -8.6% | 2.7% | -4.4% | -3.3% | 2.7% | 9.5%[1.9 µM] | -12.1% | -15.2%
Cc1cc(NC(=O)c2sc(Nc3cccc(C(F)(F)F)c3)nc2N)no1
  17.8µM*[quencher] | -2.3% | -11.7% | 11.2µM* | 6.1% | 15.8% | -5.4% | ?
N#CC(C#N)=Cc1cccn1-c1ccc(S(N)(=O)=O)cc1
  4.4% | -8.9% | -23.4% | 4.9% | ? | ? | -24.9% | -1.8%
CCCCNC(=O)CCCn1c(=O)c2ccccc2n(Cc2ccccc2C)c1=O
  -1.4% | / | -5.6% | -6.7% | / | / | / | -3.6%
O=c1[nH]c(N/N=C/c2ccccc2Br)nnc1-c1ccccc1
  -11.4% | 2.8% | 6.6% | ? | -9.1% | -16.4%[10 µM] | -16.7% | 4.9%
O=C(Cc1ccccc1)NC1(O)C(=O)c2ccccc2C1=O
  -13.4% | ? | / | / | / | 0.5%[10 µM] | ? | ?
Cc1ccccc1C(=O)N1CCN(c2ccc(NC(=O)CSc3ccc(Cl)cc3)cc2)CC1
  ? | -1.1% | -52.3%[inhibitor] | ? | ? | -48.3%[inhibitor] | ? | 11.9%
CCOC(=O)c1c(/N=C/c2ccccc2O)sc2c1CCC2
  -20.3% | -5.9% | / | -17.9% | -15.7% | 9.5%[10 µM] | ? | 5.4%
CCc1ccccc1NC(=O)[C@@H](c1ccccc1)N1Cc2ccccc2C1=O
  -12.7% | / | -5.7% | 1.2% | / | / | / | -2.4%
COc1ccc(CCNC(=O)c2c(O)c3cccc4c3n(c2=O)CC4)cc1OC
  -5.8% | -28.8% | -1.1% | -15.8% | 7.4% | -22.4% | -12.5% | -7.6%
CC1CCN(C(=O)CSc2nc3ccccc3c(=O)n2Cc2ccc3c(c2)OCO3)CC1
  -19.9% | -4.1% | -6.8% | -13.3% | ? | -39.3%[inhibitor] | ? | 4.4%
COc1cc(OC)cc(C(=O)N[C@H](C(=O)OCC(=O)Nc2cccc(F)c2)C(C)C)c1
  -24.1% | 0.3% | -10.8% | -4.1% | ? | 4.2%[10 µM] | 13.2% | -4.8%
COc1cc(/C=C/C(=O)OCC(=O)NC(=O)NC(C)(C)C)ccc1O
  -22.6% | ? | / | / | / | 1.9%[10 µM] | -24.3%[9.22 µM] | 2.1%
Cc1cc(NC(=O)COC(=O)c2ccc(F)c(S(=O)(=O)N3CCOCC3)c2)no1
  -5.6% | 1.4% | 6.0% | -4.6% | 6.2% | 1.9%[10 µM] | -7.8% | -0.5%
c1ccc2c(C3=NNC(=NC4CC4)SC3)c[nH]c2c1
  -24.6% | ? | 2µM* | ? | ? | / | -2.9% | -8.3%
CCOc1ccc(CN=C(N)N=C(N)N)cc1Cl
  -2.9% | 4.7% | -32.8%[inhibitor] | 0.9% | 8.9% | -9.7% | -32.9% | 0.5%
CCCCCCCCOC(=O)c1nc(Cl)c(Cl)c(N)c1Cl
  -25.4% | 11.0% | 6.7% | -6.3% | 5.0% | / | 4.0% | ?
Cc1ccc(C(=O)NNC(=O)/C=C\C(=O)O)cc1
  3.2% | 2.2% | / | / | / | 3.7%[10 µM] | ? | -3.4%
O=C(CCC1CCCN(C(=O)C2=CCCC2)C1)N1CCN(c2ccccn2)CC1 (stereo not given)
  2.9%[2.34 µM] | 12.6% | / | -10.5% | -9.4% | 18.9%[10 µM] | 22.7%[9.22 µM] | 9.3%
CN(C)S(=O)(=O)c1cccc(NC(=O)c2cc3ccccc3o2)c1
  -27.9% | 6.8% | 3.1% | -10.4% | ? | -11.6% | 19.7% | -6.2%
O=C1CN(C(=O)c2ccccc2C(F)(F)F)C(c2ccccc2)c2cc(F)ccc2N1 (stereo not given)
  ? | / | -0.9% | 4.8% | / | / | / | -3.9%

# 2 entries drawn at random from the list so far:
# Values run as follows: Tau fluor counter | JMJD2E inh | SMN2 splice enh | Tau fibril ThT | ALDH1A1 block | HTT ATP protect | HttQ103 aggreg | Tau fibril FP
c1ccc2c(C3=NNC(=NC4CC4)SC3)c[nH]c2c1
  -24.6% | ? | 2µM* | ? | ? | / | -2.9% | -8.3%
Cc1cc(NC(=O)COC(=O)c2ccc(F)c(S(=O)(=O)N3CCOCC3)c2)no1
  -5.6% | 1.4% | 6.0% | -4.6% | 6.2% | 1.9%[10 µM] | -7.8% | -0.5%
